Screening results as filed in PubChem.
CHO-K1 Ca antag: M1 antagonist counterscreen hit in parental CHO-K1 cells; ATP-induced calcium, Fluo-8 fluorescence; inhibition, % at 3 µM; actives 0.6% (n = 360,000); AID 602250;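 active = inhibition above a per-plate cutoff, the plate's mean sample inhibition plus 3 SD, cut at about 24% in these data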;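 note: 0% = DMSO plus EC80 ATP and 100% = DMSO alone without ATP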
V1R ag counter: activates human V1a receptor in oxytocin agonist counter-screen. CHO-V1R cells, Fluo-8 calcium fluorescence, agonist mode; 0% DMSO, 100% 3 nM vasopressin. activation, % at 3 µM. actives 0.25% (n = 320,000). AID 2797;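 active = activation above the mean activation of all tested compounds plus 3 SD, per screening run, cut at about 20% in these data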;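 note: signal is peak over basal fluorescence ratio across a 100 second FLIPR read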
Target sequence (P37288 whole entry, looked up): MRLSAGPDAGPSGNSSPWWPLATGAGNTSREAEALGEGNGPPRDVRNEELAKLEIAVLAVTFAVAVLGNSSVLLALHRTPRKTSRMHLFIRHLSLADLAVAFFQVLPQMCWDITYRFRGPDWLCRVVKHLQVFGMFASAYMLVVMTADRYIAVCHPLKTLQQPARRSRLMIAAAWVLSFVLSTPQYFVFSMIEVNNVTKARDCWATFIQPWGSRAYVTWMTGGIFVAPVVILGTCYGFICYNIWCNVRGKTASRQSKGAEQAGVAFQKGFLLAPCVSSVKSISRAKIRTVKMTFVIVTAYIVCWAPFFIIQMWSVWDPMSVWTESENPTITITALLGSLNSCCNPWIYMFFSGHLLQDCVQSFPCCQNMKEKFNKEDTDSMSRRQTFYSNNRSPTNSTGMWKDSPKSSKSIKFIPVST
OXTR potentiator: human OXTR potentiation; P30559; CHO-OTR cells, Fluo-8 calcium fluorescence, potentiator mode; 0% = oxytocin EC15, 100% = EC100; activation, % at 3 µM; actives 0.061% (n = 320,000); AID 2445;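 active = activation above that plate's cutoff, the mean activation of tested compounds plus 3 SD, cut at about 6.6% in these data, passing the limit was not always enough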;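 note: 100% uses oxytocin at 75 nM as the full agonist control; some results filed as inactive read as strong as hits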
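Dosing: Single dose, 3.0 µM nominal final compound concentration | Material: Human OTR in CHO cells | Technique: Kinetic Fluo-8 calcium fluorescence | Benchmarks: EC15 oxytocin alone as 0%, 75 nM oxytocin as 100% | Probe or stimulus: Oxytocin at about EC15, sub-maximal agonist stimulus | Incubation: Compound 6 min at room temperature before oxytocin, 100 s read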
GPR7 antagonist: human neuropeptides B/W receptor 1 antagonism; P48145; inhibition, % at 4.4 µM; GPR7-expressing cells, fluorescence antagonist assay; actives 1.1% (n = 290,000); in the data active = inhibition above about 16%, passing the limit was not always enough;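 note: cells stimulated with the agonist NPW; 0% = agonist with vehicle and 100% = vehicle without agonist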
Target sequence (P48145 whole entry, looked up): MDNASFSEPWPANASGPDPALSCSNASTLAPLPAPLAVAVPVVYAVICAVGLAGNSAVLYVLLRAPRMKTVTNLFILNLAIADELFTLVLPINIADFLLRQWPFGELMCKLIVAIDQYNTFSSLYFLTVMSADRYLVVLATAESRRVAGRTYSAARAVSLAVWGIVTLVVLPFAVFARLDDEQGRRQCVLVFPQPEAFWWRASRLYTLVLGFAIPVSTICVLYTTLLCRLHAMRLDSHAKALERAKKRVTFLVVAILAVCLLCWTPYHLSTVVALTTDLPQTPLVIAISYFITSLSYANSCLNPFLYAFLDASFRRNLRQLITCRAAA
OXTR ag: activates the human oxytocin receptor. P30559. CHO-OTR cells, Fluo-8 calcium fluorescence; normalized: DMSO 0%, oxytocin 100%. activation, % at 3 µM. actives 0.32% (n = 320,000). AID 2435;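 active = activation above the mean of all tested compounds plus 3 SD, cutoff set per screening run, cut at about 20% in these data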;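 note: peak over basal fluorescence ratio from a 100 s FLIPR kinetic read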
TAAR1 antagonist: antagonists of human TAAR1; CHO RD-HGA16 TAAR1, Fluo-8 calcium fluorescence, antagonist; inhibition, % at 3 µM; Q96RJ0; actives 1.5% (n = 360,000);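 active = inhibition above a per-plate cutoff, the mean inhibition of test compounds on that plate plus 3 SD, cut at about 49% in these data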;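 note: 0% = DMSO plus EC80 beta-PEA response and 100% = DMSO alone without agonist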
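Assay system: CHO-derived RD-HGA16 cells stably expressing human TAAR1 plus Gα16. Timing: 140 s kinetic read after compound, 140 s after agonist. Technique: kinetic Fluo-8 calcium fluorescence measurement. Measure: % inhibition of agonist calcium response.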
CHO-K1 Ca ag: nonselective activator or artifact in parental CHO-K1 cells. activation, % at 3 µM. AID 602248. Fluo-8 calcium fluorescence; scaled to maximal ATP response, vehicle zero. actives 0.48% (n = 360,000); in the data active = activation above about 15%;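 note: untransfected CHO-K1 host cells lacking M1 receptor as counterscreen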
M1 PAM parental: nonselective activator or artifact in parental CHO-K1 calcium assay. ATP EC20, Fluo-8 calcium fluorescence; 0% at ATP EC20, 100% at ATP max. activation, % at 3 µM. actives 0.02% (n = 360,000). AID 602247;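 active = activation above the run cutoff, the mean activation of all test compounds plus 3 SD, cut at about 40% in these data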;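 note: peak over basal fluorescence ratio in a 140 s read after ATP addition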
CHO parental Ca: signal in parental CHO cells, OX1R antagonist counter-screen; inhibition, % at 5.6 µM; AID 463079; actives 0.63% (n = 330,000); parental CHO-K1, ATP-induced calcium, Fluo-8 fluorescence;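 active = inhibition above that plate's mean sample inhibition plus 3 SD, cut at about 26% in these data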;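 note: 0% = ATP-challenged DMSO wells and 100% = DMSO wells without ATP; some compounds past the cut are filed as inactive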
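Material: parental CHO cells / Compound: single nominal dose of 5.6 µM per compound / Signal: Fluo-8 fluorescence / Replicates: singlicate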
* = called active by the depositor; . = no result given. Compounds were not picked by outcome. Share with any hit: about 3.5%.

SMILES	CHO-K1 Ca antag	V1R ag counter	OXTR potentiator	GPR7 antagonist	OXTR ag	TAAR1 antagonist	CHO-K1 Ca ag	M1 PAM parental	CHO parental Ca
CCC/C=N/Nc1nnc(Cc2ccccc2)c(=O)[nH]1	-2	0.7	-15	-12	-2.3	-7	-0.7	0	-12
N#CCCN1CCN(S(=O)(=O)c2ccc(S(=O)(=O)NCC3CCCO3)cc2)CC1 (stereo unspecified)	-9	0.3	4	-5	1.4	7	0.4	17	-13
CCCN1CCN(C(=O)c2ccc3[nH]c(C)c(C)c3c2)CC1	3	.	.	.	.	-35	0.1	-10	.
Cc1ccc(OCC(=O)N2CCC(Cc3ccccc3)CC2)c([N+](=O)[O-])n1	-17	0.7	-7	.	-0.3	-24	2.1	10	-3
Nc1cc(Oc2ccc(F)cc2F)cc([N+](=O)[O-])c1	-4	1.0	-8	-8	-1.0	1	1.5	7	-3
COc1ccccc1N1CCN(C(=O)C2CCN(S(=O)(=O)c3ccc(F)cc3)CC2)CC1	7	1.3	-4	.	-0.2	-5	2.3	11	1
COc1cc(C(=O)Nc2cc(S(=O)(=O)N3CCOCC3)ccc2N2CCOCC2)cc(OC)c1C	1	.	.	.	.	-11	-0.1	-11	.
Cc1ccc(NC(=O)[C@@H]2CCCN2S(=O)(=O)c2ccccc2C(F)(F)F)cc1S(=O)(=O)N1CCOCC1	6	0.3	-8	-14	-0.4	8	0.7	-11	-25
CN1C(C(=O)NCCc2cccs2)CC2Cn3c(nc4cc(Cl)c(Cl)cc43)C21 (stereo unspecified)	-12	2.1	1	.	3.0	8	3.9	10	-8
CCC(C(=O)Nc1ccccc1-c1ccccc1)c1ccccc1 (stereo unspecified)	-7	-0.2	-9	-11	-2.1	14	-0.4	-2	-28
CC1CCCC(C)N1C(=O)COC(=O)C12CC3CC(CC(Cl)(C3)C1)C2 (stereo unspecified)	2	2.4	-4	.	0.8	-6	1.0	6	-14
Cc1cc(C)n2c(SCC(=O)N3CCN(S(=O)(=O)c4ccc(Cl)cc4)CC3)nnc2n1	17	-0.5	-11	-18	-0.9	-7	-0.7	6	-17
CNS(=O)(=O)c1ccc(Oc2ccc(S(=O)(=O)NC)cc2)cc1	8	8.1	-22	6	14	17	4.9	15	18
O=C1/C(=C\c2ccc(Br)o2)Cc2ccccc21	-14	-1.7	0	11	-2.1	32	0.6	26	-26
CC1CCCCN1CCNC(=O)C1CCN(S(=O)(=O)N2CCCCC2)CC1 (stereo unspecified)	-17	0.3	-4	-6	0.0	-6	0.2	12	-2
Cc1cc(C)cc(Cn2ncc(Cl)c(Cl)c2=O)c1	.	-1.5	9	-2	-2.5	-19	.	.	-11
Cc1cc(=O)[nH]c(N)n1	-1	-0.4	-7	-5	0.4	-11	11	13	2
Cc1nn(Cc2cccc(C(=O)NCC(C)C)c2)c(C)c1Br	-10	2.4	-14	-3	1.5	-20	1.3	-12	-29
CC(/C=C/c1ccccc1)=N/NC(=O)CNC(=O)c1ccc2c(c1)OCO2	-3	-0.4	2	-4	-2.5	-15	-0.9	-1	-25
Cc1cccc(NC(=O)c2ccc(S(=O)(=O)N3CCCCC3)cc2)c1	-12	1.8	-2	-23	0.3	-26	3.9	13	-7
CN1CC(=O)NC1=NC(=O)C12CC3CC(CC(C3)C1)C2	12	0.4	-10	6	0.0	0	-0.1	-2	-1
COC(=O)c1cc2c(C)nn(C)c2s1	-6	0.1	1	-10	-0.5	1	0.9	-7	-5
CCCCN(C(=O)c1oc2ccc(OCC)cc2c1C)c1c(N)n(CCCC)c(=O)[nH]c1=O	-2	-0.9	2	.	-1.5	-16	-0.4	-20	-16
COc1ccccc1/C=C/C(=O)NCC(=O)N/N=C/c1ccc2c(c1)OCO2	6	0.3	6	12	-1.3	10	0.4	1	-5
CCCNS(=O)(=O)c1ccc(OCC(=O)NCC2CCCO2)cc1 (stereo unspecified)	-7	-1.2	-7	-1	0.8	6	3.6	8	-11
COc1ccc(CC(NC(C)=O)C(=O)NC2CCN(S(=O)(=O)c3ccc(NC(C)=O)cc3)CC2)cc1 (stereo unspecified)	10	1.5	-9	-7	0.6	12	-0.3	6	5
Cc1cc(F)ccc1C(O)c1ncc(-c2ccccc2C(F)(F)F)[nH]1 (stereo unspecified)	-13	.	.	.	.	-17	1.9	14	.
CCCN1C(=O)/C(=N\OCC(=O)Nc2ccc(C(C)C)cc2)c2ccccc21	0	-0.1	-4	-12	-2.0	-7	0.1	2	-9
O=C(O)[C@H](Cc1ccccc1)NC(=O)N1CCN(c2ccccc2)CC1	5	0.4	-7	-9	-0.5	3	-0.2	4	-7
Cc1ccc(C(=O)NNC(=O)CNc2cccc(Cl)c2)cc1	-23	-0.6	-11	5	-1.3	-18	1.5	26	0
CN1CCc2nc3ccc(Cl)cc3c(-c3ccccc3Cl)c2C1	11	0.5	-1	23	-0.7	-5	-0.3	-6	-8
Cc1cc(C)n2nc(SCc3nnc(-c4cccs4)o3)nc2n1	-11	1.5	1	-15	0.0	-9	0.2	14	-5
COc1ccccc1NC(=O)c1c(C)cc(=O)oc1C	-15	0.5	-4	-13	0.2	-5	0.3	16	-7
COc1ccc(C(=O)NCCCc2nc3ccccc3n2Cc2cc(C)ccc2C)cc1OC	17	1.3	-5	2	-0.3	-27	0.4	2	-24
C/C=C/C(=O)N1CC2(CC(c3cccc(NC(=O)/C(C)=C/C)c3)=NO2)C[C@H]1C(N)=O (stereo partly specified)	-7	0.8	5	.	1.5	14	0.3	18	-5
CC(NCC(=O)Nc1ccccc1C(=O)NC1CC1)c1cccc(Cl)c1 (stereo unspecified)	-7	.	.	.	.	-1	1.4	2	.
CC(CC(=O)Nc1ccc(Cl)c([N+](=O)[O-])c1)c1ccccc1 (stereo unspecified)	17	5.7	-21	-3	7.8	38	3.3	-7	60*
CCSc1ncc(/C=N/Nc2ccc(Cl)cc2)n1C	-11	0.3	-6	25*	-0.4	-19	0.7	20	-32
CNS(=O)(=O)c1cccc(C(=O)OCC(=O)N2c3ccccc3CC2C)c1 (stereo unspecified)	-1	0.7	-3	-20	0.5	9	0.4	-2	-8
CCN1C(=O)/C(=C\C=C2/C=CC=CN2CC)SC1=S	-3	0.3	0	-3	-0.2	2	0.1	2	-2
O=C(c1cc(=O)[nH]c2ccccc12)N1CCN(c2ccccc2)CC1	-14	0.7	-2	-9	0.7	-21	1.3	20	-4
CCn1c(SCC(=O)Nc2nc(-c3ccc(C)cc3)cs2)nnc1-c1ccccc1	1	0.4	-15	-6	-2.2	24	0.2	10	-28
CN(C)CCNC(=O)c1ccc2nc([C@@H]3O[C@H](CO)[C@H](O)[C@H](O)[C@H]3O)[nH]c2c1	-1	.	.	.	.	-15	2.9	13	.
COc1ccccc1NC(=O)COc1ccc(C(=O)NCC2CCCO2)cc1OC (stereo unspecified)	-10	1.3	0	.	1.6	0	2.5	3	-7
COc1ccc(/C=C/CN2CCC(C(=O)NC(c3ccc(F)cc3)c3ccc4ccccc4n3)CC2)cc1 (stereo unspecified)	-11	.	.	.	.	32	1.6	12	.
Cn1nc(C(=O)N2CCN(c3ccc(F)cc3)CC2)c2c1-c1ccccc1S(=O)(=O)C2	-4	1.8	-4	0	0.7	20	2.3	-13	-13
COc1ccc(F)cc1S(=O)(=O)n1nnc2ccccc21	-19	0.6	1	11	0.6	-24	-0.5	6	2
CCOc1ccccc1NC(=O)c1ccccc1NC(=O)c1ccco1	-20	-0.2	-6	-8	-1.6	1	0.8	25	-38
Cc1ccc(NC(=O)C2CCCN2C(=O)NC2CCCCC2)c(C)c1 (stereo unspecified)	4	-0.1	-6	-17	0.3	5	0.1	10	6
